Compound activity as filed in PubChem BioAssay.
Casp6 inh – caspase-6 (human) enzyme inhibition. P55212. purified caspase-6, Z-VEID-R110 cleavage fluorescence. inhibition, % at 12.5 µM. hit rate 0.53% among 350,000;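 active = mean inhibition across replicates at least about 35%, with every replicate also reaching that limit, limit read from the data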;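 also: 0% = median of neutral control wells and 100% = no fluorescence left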
Target sequence (P55212 24-179 limits assumed): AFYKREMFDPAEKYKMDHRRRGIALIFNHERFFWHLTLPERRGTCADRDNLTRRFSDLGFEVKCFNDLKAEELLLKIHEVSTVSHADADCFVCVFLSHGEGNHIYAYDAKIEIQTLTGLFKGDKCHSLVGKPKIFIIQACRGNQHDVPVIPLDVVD
Target sequence (P55212 194-293 limits assumed): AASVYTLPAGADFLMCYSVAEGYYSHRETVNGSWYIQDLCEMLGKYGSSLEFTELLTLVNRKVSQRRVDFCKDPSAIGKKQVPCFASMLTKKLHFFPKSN
DENV2 CPE – DENV2-induced cell death inhibition. DENV2-infected cells, cytopathic effect rescue, plate reader. CPE inhibition, % at 9.99 µM. hit rate 1.7% among 350,000; in the data active = CPE inhibition above about 20%, passing the limit was not always enough; tested in BHK-21 cells;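 also: 0% = median of neutral control wells and 100% = median of positive control wells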
CFTR F508del cor – correctors of CFTR F508del function in bronchial epithelial cells. activity (quench increase), % at 7.58 µM. CFBE cells, YFP halide quenching; stimulated with forskolin plus potentiator P3; % fluorescence drop versus neutral controls. hit rate 0.36% among 350,000;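 active = mean added fluorescence quench of at least 8% versus neutral control, with both replicates also reaching 8%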;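 also: cells transiently co-express mutant CFTR-F508del with the halide-sensitive YFP; corrector assay measuring rescue of mutant channel to the surface after 24 h compound exposure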
ERp5 inh – ERp5 (human) disulfide isomerase inhibition. Q15084. ERp5 insulin aggregation, absorbance 650 nm, 90 min. inhibition, % at 9.99 µM. hit rate 0.05% among 350,000. AID 651711;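 active = mean replicate inhibition above about 25%, with every replicate also reaching it, limit read from the data, passing the limit was not always enough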
Target sequence (Q15084 whole entry, looked up): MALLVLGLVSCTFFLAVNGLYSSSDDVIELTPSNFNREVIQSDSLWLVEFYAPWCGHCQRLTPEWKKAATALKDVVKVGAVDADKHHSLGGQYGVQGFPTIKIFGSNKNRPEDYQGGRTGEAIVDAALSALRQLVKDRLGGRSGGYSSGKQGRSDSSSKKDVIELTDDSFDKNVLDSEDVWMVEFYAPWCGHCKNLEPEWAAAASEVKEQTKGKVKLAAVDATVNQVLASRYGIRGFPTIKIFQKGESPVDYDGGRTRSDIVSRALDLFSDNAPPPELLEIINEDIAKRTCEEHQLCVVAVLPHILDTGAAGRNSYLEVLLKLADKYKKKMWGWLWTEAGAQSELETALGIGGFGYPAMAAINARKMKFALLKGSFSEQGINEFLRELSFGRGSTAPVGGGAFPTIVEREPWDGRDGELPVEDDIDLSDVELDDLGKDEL
ERAP1 inh – inhibitors of human ERAP1 aminopeptidase | inhibition, % at 10.7 µM | Q9NZ08 | hit rate 0.15% among 340,000 | recombinant ERAP1, Leu-AMC fluorescence, 60 min;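 active = mean replicate inhibition of at least 30%, or all replicates individually reaching that 30% level; inactive = mean below 30% and not every replicate reaching it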;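 also: 0% = neutral control wells and 100% = L-leucinethiol positive control wells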
miR122 inh – blocks miR-122 activity in Huh7 sensor cells; AID 602342; activation (reporter increase), % at 12.5 µM; hit rate 0.3% among 340,000; Huh7 miR-122 Renilla luciferase sensor, 48 h; neutral wells = 0, positive control = 100;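 active = mean replicate activation score at least 90 and every replicate individually at or above 90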;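 also: higher luciferase means less miR-122 activity so hits act as miR-122 inhibitors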
SIRT5 inh – blocks human SIRT5 desuccinylation of peptide; hit rate 1.1% among 330,000; Purified SirT5, succinyl-peptide AMC, trypsin-coupled fluorescence; Q9NXA8; inhibition, % at 15 µM; in the data active = inhibition above about 15%
Target sequence (Q9NXA8 whole entry, looked up): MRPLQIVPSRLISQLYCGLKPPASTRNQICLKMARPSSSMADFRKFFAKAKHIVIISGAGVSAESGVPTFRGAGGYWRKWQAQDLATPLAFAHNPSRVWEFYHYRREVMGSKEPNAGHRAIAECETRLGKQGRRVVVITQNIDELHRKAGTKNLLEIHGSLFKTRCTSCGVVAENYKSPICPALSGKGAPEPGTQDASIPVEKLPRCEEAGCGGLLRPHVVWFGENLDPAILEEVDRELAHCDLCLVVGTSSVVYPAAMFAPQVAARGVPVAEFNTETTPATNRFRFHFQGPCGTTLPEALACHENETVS
Numbers without * were called inactive; x = not tested or not shown; & = joins results of further samples; [ ] = remark or other dose.

The line under a structure holds: CFTR F508del cor, ERp5 inh, ERAP1 inh, SIRT5 inh, miR122 inh, DENV2 CPE, Casp6 inh
> C[C@@H]1CN([C@@H](C)CO)C(=O)CCCn2cc(nn2)CO[C@H]1CN(C)Cc1cccc(O)c1
 : -6.2, 1, 2, 0, 0[16.7 µM], 2, 2
> C[C@H](CO)N1C[C@H](C)[C@@H](CN(C)Cc2ccc(C(=O)O)cc2)OCCCC[C@H](C)Oc2ccc(NC(=O)c3ccccc3)cc2C1=O
 : 0.7, 6, 2, 1, 6[16.7 µM], -2, -1
> CCN(CC(=O)Nc1c(F)cccc1F)C(=O)c1ccc(C#N)cc1
 : 0.0, 7, 0, -2, 0, 2, 7
> COc1ccc(NC(=O)N2CC(=O)N3[C@@H](CO)[C@@H](c4ccc(C5=CCCC5)cc4)[C@@H]3C2)cc1
 : -1.6, -8, 2, 0, x, 4, -2
> CC(=O)c1cccc(NC(=O)C(C)OC(=O)/C=C/c2cccs2)c1 (stereo not given)
 : -1.2, -1, 0, 2, -7, -4, 3
> O=C(C[C@H]1C=C[C@H](NC(=O)Nc2ccc(F)cc2)[C@H](CO)O1)NCCN1CCCC1
 : 0.1, -1, 0, 1, -9[16.7 µM], -1, -1
> CCn1nnc(NC(=O)CSc2ccc(Cl)cc2)n1
 : -3.4, 7, 3, 0, 1, 3, 31
> CCc1cc2ccc(C)cc2nc1SCC(=O)c1ccc(NC(C)=O)cc1
 : 0.2, -3, 1, -3, x, 4, -2
> Cn1c(=O)n(Cc2ccccc2F)c(=O)c2c1nc1n2CCN1Cc1ccco1
 : 1.9, 2, 3, -3, 6, 8, 1
> CC=Cc1ccc2n(c1=O)C[C@H]1[C@H](CO)[C@@H](C(=O)NCC3CCCCC3)[C@@H]2N1C(=O)CC (mixture of isomers)
 : -0.8, -2, 0, -15, 1[16.7 µM], -2, 0
> CN1C(=O)c2cc(NC(=O)Nc3ccccc3Cl)ccc2OC[C@@H]2O[C@H](CC(=O)O)CC[C@@H]21
 : 0.0, x, x, x, -23[16.7 µM], 5, x
> COc1ccc2c3c([nH]c2c1)[C@H](CO)N(C(=O)C1CCCC1)CC31CN(C)C1
 : 1.1, -3, -2, x, x, 4, x
> O=C(Nc1ccc(F)cc1F)Nc1sccc1-c1nc2ccccc2s1
 : 0.1, 1, 1, -2, -4, 4, -1
> CCCN(C[C@H]1N[C@H](CO)[C@@H]1c1ccc(-c2cccnc2)cc1)C(C)=O
 : -0.8&2.6, 5&-3, 3&5, 0&0, 17&58[16.7 µM], -7&-1, -1&3
> C[C@@H]1CN([C@@H](C)CO)C(=O)c2cccc(NC(=O)c3cnccn3)c2O[C@H]1CN(C)Cc1ccc(C(=O)Nc2ccccc2N)cc1
 : 1.4, 4, 0, x, 4[16.7 µM], 2, 1
> CC(C)(C)C(=O)NNC(=O)c1cnccn1
 : 0.6, 0, 0, x, x, -2, -3
> Cc1ccc(S(=O)(=O)NCC2CCC(C(=O)N3CCOCC3)CC2)cc1 (stereo not given)
 : -2.1, 7, -3, -4, -1, 7, 4
> COCCNc1cnn(-c2ccccc2)c(=O)c1Cl
 : -0.6, 2, -2, 0, -3, -3, 2
> Cc1ccc(C(=O)Nc2nc(C)c(C(=O)Nc3ccc4c(c3)CCC4)s2)cc1
 : -3.0, 4, 0, -5, 15, 3, -2
> COC(=O)c1ccc(NC(=O)COc2cccc3c2OC(C)(C)C3)cc1
 : -2.8, -1, -8, -1, 2, -4, 0
> N#CCSc1ccc2nc(-c3ccccc3)cn2n1
 : 0.7, 5, -5, -3, 0, 1, -5
> COc1ccc(OC)c(C(=O)NC2CCCc3c2cnn3-c2cc(C)cc(C)c2)c1 (stereo not given)
 : -4.5, 4, 1, -2, 6, -1, 0
> C[C@H]1CN([C@@H](C)CO)C(=O)Cc2cc(NC(=O)C3CCCCC3)ccc2O[C@@H]1CN(C)Cc1ccccc1
 : 1.9, 3, 4, -1, 2[16.7 µM], 0, 1
> COc1cccc(CNC(=O)COC(=O)c2ccc(-c3ccc(O)cc3)cc2)c1
 : -2.2, 0, -2, -3, 4, 3, 0
> COc1ccc(S(=O)(=O)N(CC(=O)N/N=C/c2cccs2)c2cc(C)cc(C)c2)cc1OC
 : 1.3, -3, 0, -2, 5, x, 0
> COc1ccc(-c2ccc([C@@H]3[C@H]4CN(C(=O)C5CCC5)CC(=O)N4[C@H]3CO)cc2)cc1
 : 1.3, 3, 2, -2, x, -9, 0
> CO[C@H]1CN(C)C(=O)c2cc(NC(=O)c3nc4ccccc4s3)ccc2OC[C@H](C)NC[C@@H]1C
 : -1.3, 2, 0, 1, x, 17, -5
> CCCCN(C(=O)NC(=O)Nc1cccc(C)c1C)S(C)(=O)=O
 : 3.5, 0, 8, 3, -6, -2, 16
> COC(=O)c1ccc(N2CCN(C(C)=O)CC2)c(NC(=O)COc2ccccc2C)c1
 : 3.0, 1, 2, x, -6, 7, -2
> C=CCCC(=O)N1C[C@H]2CON(C)[C@H]2C[C@H]1c1ccc(N2CCCCC2)cc1
 : -0.5, 0, 3, 0, -1, -5, 3
> COC(=O)C[C@H]1CC[C@H]2[C@@H](COc3ccc(NC(=O)NCc4ccccc4)cc3C(=O)N2C)O1
 : 0.3, 3, 1, -4, x, -6, 1
> Cn1c2ccccc2c(=O)c2ccc(C#CC3(N)CCCCC3)cc21
 : 4.4, -8, x, x, x, -9, -3
> Cc1ccc(C)c2sc(NC(=O)c3nc4ccccc4s3)nc12
 : 2.0, 4, 6, -3, -6, 0, 2
> CC(C)NS(=O)(=O)c1ccc(Br)c(C(=O)OC(C)C(=O)NC2CCCCC2C)c1 (stereo not given)
 : -1.2, 5, 0, 3, 27, -7, 4
> O=C(COC(=O)CC1CC2CCC1C2)NC(=O)NC1CCCC1 (stereo not given)
 : -5.5, -4, x, -2, x, 0, -3
> COc1ccc(C(=O)C(=O)N2CCN(C(=O)c3ccccc3C(F)(F)F)CC2)cc1OC
 : -2.7, 7, 6, x, x, -6, -3
> COc1ccc(CCn2c(=N)c(S(=O)(=O)c3ccc(Cl)cc3)cc3c(=O)n4ccccc4nc32)cc1
 : 1.4, -5, 0, 6, 4, 1, 1
> CCc1ccc(NC(=O)NNC(=O)c2ccc3ccccc3c2O)cc1
 : 0.4, 0, 2, -1, x, 0, 15
> O=C(c1cccc(S(=O)(=O)N2CCCCC2)c1)N1CCN(Cc2ccccc2)CC1
 : -1.4, -6, 0, -1, x, 5, 0
> CCCNC(=O)NC(=O)CSc1cccc(C(F)(F)F)c1
 : -0.2, -3, 0, 1, x, 0, 1
> C/C(=C\C(=O)OCCCCCCCCC(=O)O)C[C@@H]1OC[C@H](C[C@@H]2O[C@H]2[C@@H](C)[C@H](C)O)[C@@H](O)[C@H]1O
 : -0.1, 1, -4, -3, 0, 2, x
> O=C1CCN(CCc2ccccc2)CCN1[C@H](CSc1ccccc1)Cc1ccccc1
 : -1.6, -6, 1, x, 0, -42, x
> COc1ccc(NC(=S)N(CCCOC(C)C)C2CCN(C(C)=O)CC2)cc1Cl
 : 1.6, 1, 2, -1, 0, 7, 23
> Cn1cnnc1SCC(=O)c1ccc(OC(F)F)cc1
 : -2.3, 14, -1, -5, 1, -3, 2
> CCCC[C@@H]1C=C(C(=O)O)[C@H](c2ccc(CC)cc2)N1S(=O)(=O)c1ccc(C)cc1
 : 2.2, -1, 6, 8, 3, 11, 6
> C[C@H](O)C#Cc1cnc2c(c1)C(=O)N([C@@H](C)CO)C[C@H](C)[C@H](CN(C)Cc1cccc(F)c1)O2
 : 0.9, 7, -3, -1, 31[16.7 µM], 1, -1
> CC(=O)N(C)C[C@H]1Oc2cc(C#Cc3ccccc3)ccc2S(=O)(=O)N([C@@H](C)CO)C[C@H]1C
 : -2.0, -3, -1, 3, -5[16.7 µM], 14, 0
> CC(C)c1ccc(C(N)=S)cc1
 : 1.2, -1, -2, x, x, 8, -1
> Cc1ccc(C(C)(O)CS(=O)(=O)Cc2ccccc2Cl)cc1 (stereo not given)
 : 1.2, 2, -1, -4, 3, -6, 3
> CCNC(=O)[C@@H]1[C@@H](CO)[C@@H]2Cn3c(ccc(C4=CCCCC4)c3=O)[C@@H]2N1Cc1ccc2c(c1)OCO2
 : 1.3, 5, 0, -11, x, 5, 2
> C[C@H]1CN([C@@H](C)CO)C(=O)Cc2cc(NC(=O)Nc3ccccc3)ccc2O[C@@H]1CN(C)Cc1ccccc1
 : 2.4, 3, 1, 6, -10[16.7 µM], 10, -1
> CO[C@@H](CN(C)Cc1nccs1)[C@H](C)CN([C@@H](C)CO)S(=O)(=O)c1ccc(F)cc1
 : 0.9, -2, -2, -2, x, -1, -1
> Cc1ccc(-c2nn(-c3ccccc3)cc2C2SCC(=O)N2Cc2ccccc2)o1 (stereo not given)
 : 3.5, 0, -3, -2, -3, -16, 7
> COc1ccc(C(=O)C(C)OC(=O)c2sc(C)nc2C)cc1 (stereo not given)
 : -3.1, -4, 5, -1, x, 6, 0
> CCCNC(=O)N1[C@H](CO)[C@@H](c2ccc(-c3cccnc3)cc2)[C@@H]1C#N
 : -1.6, -3, 4, 6, x, 3, 1
> COc1ccc(C(=O)C(Cc2cc(C(C)=O)ccc2OC)N2CCCC2)cc1 (stereo not given)
 : 0.7, -4, x, -2, x, 0, -2
> O=C(N/N=C/c1ccc([N+](=O)[O-])cc1)c1cc2ccccc2o1
 : -1.2, 3, x, 0, 8, -1, -2
> C[C@H](CO)N1C[C@H](C)[C@H](CN(C)S(=O)(=O)c2ccc(Cl)cc2)Oc2ccc(NC(=O)Nc3cccc4ccccc34)cc2C1=O
 : -0.7, -1, 0, -2, -6[16.7 µM], -7, 0
> CCN(CC)C(=O)c1ccc(CS(=O)(=O)c2ccc(OC)cc2)o1
 : -0.8, 8, 0, x, -4, -1, -2
> CC=Cc1ccc2n(c1=O)C[C@H]1[C@H](CO)[C@@H](C(=O)NCC3CCCCC3)N(C(=O)CC)[C@@H]21 (mixture of isomers)
 : -0.4, 4, -2, 10, 7[16.7 µM], -5, -2

Brought forward from above: two entries, followed by the next part.
The line under a structure holds: CFTR F508del cor, ERp5 inh, ERAP1 inh, SIRT5 inh, miR122 inh, DENV2 CPE, Casp6 inh
> CCN(CC)C(=O)c1ccc(CS(=O)(=O)c2ccc(OC)cc2)o1
 : -0.8, 8, 0, x, -4, -1, -2
> CC=Cc1ccc2n(c1=O)C[C@H]1[C@H](CO)[C@@H](C(=O)NCC3CCCCC3)N(C(=O)CC)[C@@H]21 (mixture of isomers)
 : -0.4, 4, -2, 10, 7[16.7 µM], -5, -2
> Cc1noc(C)c1NC(=O)Nc1ccc2c(c1)C(=O)N([C@@H](C)CO)C[C@@H](C)[C@H](CN(C)Cc1ccc(C(=O)Nc3ccccc3N)cc1)O2
 : -0.9, 12, 1, x, -3[16.7 µM], 9, 2
> Cc1ccc(/C=C/C(=O)C2C(=O)c3ccccc3C2=O)cc1
 : x, -1, -2, 3, x, -11, 2
> CC(=O)c1cccc(NS(=O)(=O)c2c(C(=O)N3CCOCC3)c(C)n(C)c2C)c1
 : -3.7, 8, -3, 1, 0, 7, 2
> CN(Cc1ccccc1)C(=O)c1ccccc1NC(=O)C1CC1
 : x, 1, -1, 0, x, 5, 1
> C[C@H](CO)N1C[C@H](C)[C@H](CN(C)Cc2ccc(C(=O)O)cc2)Oc2c(NC(=O)C3CCCCC3)cccc2C1=O
 : -4.2, 3, 2, -2, -8[16.7 µM], -8, 4
> C[C@@H]1CCCCO[C@@H](CN(C)C(=O)CCC(F)(F)F)[C@H](C)CN([C@@H](C)CO)C(=O)c2cc(NC(=O)c3ccncc3)ccc2O1
 : 0.2, x, x, x, 1[16.7 µM], 9, x
